Source: PubChem BioAssay
Akt phos inh = HTS Assay for Inhibitors of Akt Phophorylation: Primary Screen; Neuro2A IGF-stimulated pAkt S473 HTRF, 20 min; hits give low values; AID 651550, 2012; activity change, % for hits at 50 µM; hit rate 0.32% among 360,000; in the data active means activity change below about -80%; inconclusive means mostly about -51% to -80%; further: on the % scale 0 is the no-effect control and ±100 the full control effect
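Neuro2A cells (4,500/well, DMEM with 0.5% FBS) were treated with compound at a single 50 µM final concentration, stimulated with 6 nM IGF for 20 min at 37 °C, and lysed. Phospho-Akt Ser473 was read by HTRF as 665/615 ratio ×10^4.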
EPAC2 antagonist = qHTS for Antagonist of cAMP-regulated guanine nucleotide exchange factor 2 (EPAC2): primary screen | Rap guanine nucleotide exchange factor 4 (Homo sapiens), Q8WZA2 | EPAC2 GEF exchange of Rap1B-BODIPY-GDP, fluorescence | Potency, µM (top dose mostly 114 µM), inactives show top-dose activity, negative = inhibition, most hits filed as inhibitors | hit rate 0.18% among 360,000; further: potency means the concentration at half of the fitted maximal effect; on the % scale 0 is the no-effect control and ±100 the full control effect; nearly all actives have a fitted effect of over 45% in size; many of its hits are not listed in these tables
EPAC2 ag = qHTS for Agonist of cAMP-regulated guanine nucleotide exchange factor 4 (EPAC2): primary screen | Rap guanine nucleotide exchange factor 4 (Homo sapiens), Q8WZA2 | EPAC2 activation, biochemical qHTS; response scale: 100% = 6.5 mM cAMP response | AID 720711, 2013 | Potency, µM (highest dose often 154 µM), inactives show top-dose activation, hits mostly activators | hit rate 0.079% among 360,000; further: potency means the concentration at half of the fitted maximal effect; nearly all actives have a fitted effect of over 50% in size
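EPAC2 (100 nM) mixed with Rap1B loaded with BODIPY-GDP (250 nM) plus 50 uM unlabeled GDP; compounds pinned in, 5 min RT, then read every 5 min for 30 min (ex 480, em 540 nm). Normalized to cAMP control.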
D3 ag = qHTS of D3 Dopamine Receptor Agonist: qHTS; D3R DiscoveRx beta-arrestin cells, luminescence, 90 min; hit rate 0.58% among 410,000; max activation, %; D(3) dopamine receptor (Homo sapiens), P35462; in the data active means max activation above about 30%; further: 0% is about no effect; mostly tested at two doses, the higher about 12 µM
Target sequence (P35462 whole entry, looked up): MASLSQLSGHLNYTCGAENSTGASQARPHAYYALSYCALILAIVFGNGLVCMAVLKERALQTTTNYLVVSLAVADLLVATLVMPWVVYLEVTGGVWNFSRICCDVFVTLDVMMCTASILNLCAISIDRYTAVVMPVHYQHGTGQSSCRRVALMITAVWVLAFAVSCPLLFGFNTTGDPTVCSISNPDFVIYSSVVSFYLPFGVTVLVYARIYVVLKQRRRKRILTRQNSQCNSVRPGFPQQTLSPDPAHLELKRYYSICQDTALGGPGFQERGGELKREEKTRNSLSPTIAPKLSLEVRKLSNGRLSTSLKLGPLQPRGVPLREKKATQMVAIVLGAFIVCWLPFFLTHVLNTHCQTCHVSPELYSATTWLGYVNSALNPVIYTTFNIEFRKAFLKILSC
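Agonist mode: compounds and dopamine controls were applied to plated cells for 90 min at 37 degrees C after an overnight attachment at 1500 cells/well. Luminescent read-out followed 30 - 60 minutes at room temperature with DiscoveRx detection reagent.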
CCT chaperon mod = High-Throughput Screening for Modulators of Cytosolic Chaperonin Activity; purified chaperonin ATPase assay, HTRF ADP detection, 30 min; hit rate 0.3% among 360,000; activity change, % (no concentration beside the values), hits read low; in the data active means activity change below about -30%; further: on the % scale 0 is the no-effect control and ±100 the full control effect
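ATPase activity: ADP formed was measured by HTRF Transcreener (665/615 nm ratio) after 30 min at 37 deg C with 10 uM ATP. Compounds screened at one 76 uM concentration against 40 or 20 nM TRiC in Tris pH 7.4/KCl/MgCl2/DTT buffer.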
MmCpn inh = Inhibitors of TCP-1 ring complex (TRiC) of Methanococcus maripaludis (MmCpn): qHTS. purified Mm-Cpn ATPase, ADP Transcreener TR-FRET. Chaperonin Mm-Cpn (Methanococcus maripaludis). Potency, µM (top dose mostly 76.9 µM), for the others: at the highest dose activity, negative = inhibition, hits mostly inhibitors. hit rate 0.031% among 330,000. AID 504842, 2011; further: potency means the concentration at half of the fitted maximal effect; on the % scale 0 is the no-effect control and ±100 the full control effect; nearly all actives have a fitted effect of over 80% in size
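Quantitative HTS used 25 nM Mm-CPN and 10 uM ATP in magnesium/KCl Tris buffer, pH 7.4, with 1 mM DTT. Hydrolysis ran 30 min at 37°C; ADP was read by HTRF.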
PTHR1 agonist = qHTS for PTHR1 Agonists: Primary Screen; HEK293 GP2 PTHR1 cells, GloSensor cAMP luminescence, 1 h; Potency, µM (doses to about 115 µM), inactives show top-dose activation, hits mostly activators; hit rate 0.075% among 410,000; AID 743266, 2014; further: potency means the concentration at half of the fitted maximal effect; nearly all actives have a fitted effect of over 55% in size; some results filed as inactive show a strong effect at the top dose; inactives centre near -15; many of its hits are not listed in these tables
Target sequence (Q03431 whole entry, looked up): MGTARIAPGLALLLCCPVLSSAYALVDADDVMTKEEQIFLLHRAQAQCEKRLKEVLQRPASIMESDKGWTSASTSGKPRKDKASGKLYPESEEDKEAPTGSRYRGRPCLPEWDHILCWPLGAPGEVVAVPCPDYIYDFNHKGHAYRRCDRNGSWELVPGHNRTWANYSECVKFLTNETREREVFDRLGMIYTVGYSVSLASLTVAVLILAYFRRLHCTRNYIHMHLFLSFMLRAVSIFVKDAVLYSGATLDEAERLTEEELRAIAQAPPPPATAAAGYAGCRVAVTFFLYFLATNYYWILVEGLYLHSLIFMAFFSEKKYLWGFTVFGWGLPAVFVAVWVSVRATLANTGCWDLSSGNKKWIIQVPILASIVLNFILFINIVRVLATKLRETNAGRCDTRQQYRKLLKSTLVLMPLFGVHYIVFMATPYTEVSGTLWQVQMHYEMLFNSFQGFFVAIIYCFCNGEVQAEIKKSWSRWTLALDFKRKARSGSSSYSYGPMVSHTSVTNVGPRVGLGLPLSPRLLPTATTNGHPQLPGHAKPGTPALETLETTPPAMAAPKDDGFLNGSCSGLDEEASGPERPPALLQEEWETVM
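HEK-293-derived GP2 cells expressing PTHR1 and a GloSensor cAMP reporter, 3,000/well, plated overnight, given luciferin plus IBMX (each 0.5 mM as added) for 1 h at 37 °C, then compound for 1 h at 37 °C. Luminescence was read after 15 min at room temperature.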
D3 antag = qHTS of D3 Dopamine Receptor Antagonist: qHTS; D3R cells, DiscoveRx beta-arrestin luminescence, antagonist mode; hits give low values; hit rate 2.5% among 360,000; max response, negative = inhibition, %; D(3) dopamine receptor (Homo sapiens), P35462; in the data active means max response below about -50%; inconclusive means no clear call, values can overlap the other calls; further: on the % scale 0 is the no-effect control and ±100 the full control effect; mostly tested at two doses, the higher about 12 µM
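Cells expressing the human receptor were seeded at 1500 cells/well, incubated overnight at 37 degrees C in 5% CO2, then exposed to library compounds with dopamine controls for 90 minutes at 37 degrees C before luminescent detection.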
Numbers without * were called inactive; i = inactive; ? = inconclusive; . = no result given; [ ] = another dose, or the depositor's remark. Unless noted, the call rests on the fitted dose curve; in most records, active means well fitted curve in the direction sought with a large enough effect; inconclusive means small, poorly fitted or top-dose-only effect, or another doubt; inactive means no such curve, though single readings can be large; an effect the other way counts as inactive or inconclusive. A portion of the library; rates above refer to the full screens.

mol | Akt phos inh | EPAC2 antagonist | EPAC2 ag | D3 ag | CCT chaperon mod | MmCpn inh | PTHR1 agonist | D3 antag
COc1cc2c(C#CCCCO)c(-c3ccc(C#N)cc3)oc(=O)c2cc1OC | i | 30.9%[activator] | -7.7% | 5.8 | -1.3 | -1.0% | i | 23.4
CCC(Oc1ccc(Cl)cc1)C(=O)N1CC(=O)Nc2ccccc21 (stereo not drawn) | i | -3.6% | 0.7% | -25.0 | -1.8 | 0.3% | -20.0% | -16.8
COc1ccc(NC(=O)CCNS(=O)(=O)c2ccc(Br)s2)cc1 | i | -10.8% | 7.4% | -2.3 | -2.2 | -3.5% | 5.6%[57.5 µM] | 15.1
O=C(NCc1ccccc1)c1cc(C2CCCCN2S(=O)(=O)c2ccccc2)on1 (stereo not drawn) | i | ? | -4.7% | 5.1 | -0.9 | . | i | 3.6
O=C(c1ccccc1Cl)N(Cc1ccccc1F)N1C(=O)CCCC1=O | i | 3.4% | -4.6% | 9.8 | 0.9 | 0.6% | i | 5.6
CCCC(=O)N1CCCC1(C)C(=O)NCc1ccc(F)cc1Cl (stereo not drawn) | i | -5.8% | 7.7% | 7.1 | 0.5 | . | -23.1% | 24.9
COc1ccc(N(CC(=O)N2CC=C(c3ccccc3)CC2)S(=O)(=O)c2c(C)noc2C)cc1 | i | -17.4% | -2.1% | -2.3 | 0.6 | -2.1% | -39.4%[inhibitor] | -27.1
CCCCC(=O)N(C)c1c(C)nc2ccc(C(=O)N3CCNC(=O)C3)cn12 | i | 9.5% | 14.3% | -10.3 | 0.1 | . | -12.2% | 0.0
COc1ccccc1N1CCN(C(=O)c2ccoc2C)CC1 | i | 1.9% | -1.0% | 5.2 | -1.5 | 2.0% | 4.4%[57.5 µM] | 14.5
Cc1ccc(S(=O)(=O)Nn2c(C)nnc2-n2nc(C)cc2C)cc1 | i | -4.4% | 1.3% | -6.7 | -5.7 | 2.2% | i | 26.4
C#CCOCCOCCOCCNc1nc(N2CCN(C(=O)[C@H](CCCCN)n3cc([C@@H](N)C(C)CC)nn3)CC2)nc(N2CCN(C(=O)[C@H](Cc3cc4ccccc4[nH]3)n3cc([C@@H](N)C(C)CC)nn3)CC2)n1 (stereo partly drawn) | i | 7.3% | 4.0% | -3.9 | 0.1 | -0.2% | i | -22.7
COc1ccc(CCN(Cc2cccs2)S(=O)(=O)c2ccc(S(=O)(=O)N(C)C3CCCCC3)cc2)cc1OC | i | 0.7% | -2.0% | 4.1 | -4.1 | 0.5% | i | 19.1
COc1ccc(NC(=O)[C@@H]2O[C@H](CO)[C@H](O)[C@H](O)[C@H]2O)cc1F | i | 6.5% | 2.4% | 7.8 | -0.2 | . | -18.6% | 0.0
Cc1cc(C(=O)Cn2cnc3cc([N+](=O)[O-])ccc3c2=O)c(C)n1CC1CCCO1 (stereo not drawn) | i | -0.8% | 1.2% | 4.5 | -1.4 | 2.5% | i | 6.3
CCC(CC)C(=O)Nc1nnc(CCc2ccccc2)s1 | i | -8.3% | 3.1% | 1.2 | -1.6 | 1.2% | -5.8% | 2.0
O=C1CC(=C(c2ccccc2)c2ccccc2)C(=O)N1CCCCN1CCN(c2cccc(Cl)c2)CC1 | i | 13.9% | 15.3% | 23.4 | 4.1 | 0.2% | -44.7%[inhibitor][57.5 µM] | -51.5*
O=[N+]([O-])c1cc(Br)c(OCc2nnc(-c3ccccc3)o2)c(Br)c1 | i | -11.3% | 5.4% | 1.7 | 2.5 | 0.9% | -22.8% | 0.9
OC(CNCc1cccnc1)COc1ccc2ccccc2c1 (stereo not drawn) | i | -2.7% | -0.5% | 2.3 | 1.4 | -1.4% | i | 12.6
C=CCn1c(SCC(=O)N(C)C2CCS(=O)(=O)C2)nnc1-c1ccccc1 (stereo not drawn) | i | 3.5% | 12.8% | -7.6 | -1.5 | 1.4% | i | -14.5
CCCCn1c(N)c(N(CCOC)C(=O)c2cnc(C)cn2)c(=O)[nH]c1=O | i | -1.7% | 4.2% | 3.3 | -0.9 | 3.6% | i | 8.4
O=C(COc1ccc(Br)cc1Cl)NC1CCN(Cc2ccccc2)CC1 | i | 0.1% | 7.5% | -22.5 | 1.5 | -3.9% | -22.8% | ?
O=C(COC(=O)c1ccc(OC(F)F)cc1)NCC1CCCO1 (stereo not drawn) | i | 2.7% | 4.7% | -7.1 | -0.4 | . | i | 2.9
Cc1cccc(OCC(=O)N2CCN(C(=O)c3ccco3)CC2)c1 | i | 2.4% | 11.4% | 1.6 | -2.2 | -1.2% | -8.4% | -3.9
COCCNC(=S)N/N=C(\C)c1ccc(-n2ccnc2)cc1 | i | 8.2% | 2.8% | -14.7 | 1.3 | -3.7% | i | 2.8
O=C(CCc1nc(-c2ccccc2)no1)Nc1cc(C(F)(F)F)ccc1Cl | i | 10.5% | -9.8% | 7.6 | 1.9 | -8.8% | -24.3% | -0.6
CCc1nc(N2CCN(CC(=O)NCC3CCCO3)CC2)c(C#N)c2c1COC(C)(C)C2 (stereo not drawn) | . | -3.9% | 2.6% | 9.7 | -1.9 | -1.7% | i | 12.2
Cc1onc(-c2ccccc2Cl)c1C(=O)N(C)C1CCCCC1 | i | -20.3% | -4.2% | 7.9 | -1.9 | 0.2% | -95.0% | 3.4
COC(=O)c1ccc(C2C(C(=O)OCC(C)C)=C(C)N=C3SCCC(=O)N32)cc1 (stereo not drawn) | i | 0.4%[57.1 µM] | 11.2% | 1.4 | 1.8 | 0.0% | i | -5.4
Cc1ccccc1NC(=O)C1c2cccc[n+]2CC(=O)N1c1c(C)cccc1C (stereo not drawn) | i | -0.5% | 4.2% | 4.4 | -1.6 | -0.4% | i | ?
CCN(CC)C(=O)Cn1cnc2sc(C(=O)NCCCN3CCOCC3)c(C)c2c1=O | i | 6.0% | 4.6% | 2.1 | -4.7 | 0.1% | i | 4.9
COC(=O)CN1C(=S)N(c2ccccc2)C(=O)C1CC(=O)Nc1ccc(Cl)cc1 (stereo not drawn) | i | -2.7% | 0.9% | 1.1 | 1.3 | -2.0% | -17.8% | -1.2
CCOC(=O)[C@H]1[C@H]2COc3ccc(Cl)cc3[C@@H]2N2C(=O)CN(Cc3ccc(F)cc3)C(=O)[C@@]12C | i | -1.9% | 7.7% | 1.1 | 0.5 | 0.1% | -36.0%[inhibitor] | -4.8
O=C(NNC1=NCCC1)c1cccc(Br)c1 | i | -4.0% | -1.2% | -1.5 | -1.0 | 0.4% | -19.5% | -58.1*
O=C(Nc1ccc(S(=O)(=O)NCc2ccco2)cc1)c1ccncc1 | i | 6.2% | -10.9% | -2.9 | -2.2 | -0.9% | i | -12.9
COc1cc(C(=O)N2CCC(C(=O)Nc3cccc(C(C)=O)c3)CC2)cc(OC)c1OC | i | 13.7% | 1.6% | 0.0 | 0.4 | -2.0% | i | -53.2*
COc1ccccc1CN1C[C@@H]2C[C@@H](c3ccc(C)c(C)c3)N3CCC[C@@]23C1=O | i | -13.7% | -5.7% | -10.4 | 1.2 | -5.1% | -54.4%[inhibitor] | 2.9
O=C(c1ccc(F)cc1)C1CCN(C(=O)c2ccccc2)CC1 | i | -4.7% | 5.9% | -2.7 | -3.1 | -9.8% | i | 13.9
COC(=O)c1ccncc1C(=O)Nc1ccc(OC)cc1 | i | -3.2% | 16.5% | 2.5 | -5.0 | -1.2% | -19.9% | -6.0
COc1ccc(CN(C)C(=O)Cn2cnc3c(SC)nc(N)nc32)cc1OC | i | -3.4% | 9.0% | 11.9 | -0.9 | 0.3% | -12.1% | 26.1
CCN1CCc2c(sc(NC(=O)c3ccc(S(=O)(=O)N4CCOCC4)cc3)c2C(N)=O)C1 | i | 8.5% | 2.5% | 0.7 | -0.9 | -2.0% | i | ?
O=C1OC(c2cccc3c(F)cccc23)c2ccccc21 (stereo not drawn) | i | ? | 5.5% | -3.4 | 0.3 | . | i | 1.7
COc1ccccc1NCC(=O)N/N=C(\C)c1cccs1 | i | 6.4% | 6.7% | 6.9 | -5.7 | 1.0% | -7.9% | 13.7
O=C(Nc1cccc(S(=O)(=O)N2CCCC2)c1)c1ccc(Cl)nc1 | i | -0.5% | -4.6% | 0.1 | -2.4 | -3.2% | -24.7% | 5.9
Cc1ccc(S(=O)(=O)c2c(N)n(CCN3CCOCC3)c3nc4ccccc4nc23)cc1C | i | -3.9% | -5.5% | -6.8 | 0.6 | 1.4% | -19.6% | -1.5
COc1ccc(N2CC(C(=O)N3CCN(Cc4ccc5c(c4)OCO5)CC3)CC2=O)cc1 (stereo not drawn) | i | 3.4% | 0.4% | 3.5 | 3.5 | 0.3% | -14.7% | 4.6
O=C(O)COc1ccc(-c2nnn(CC(=O)O)n2)cc1 | i | -1.9% | 1.8% | -10.4 | 0.4 | . | -15.4%[57.5 µM] | -19.4
CCN(Cc1ccccc1)C(=O)c1cccc(S(=O)(=O)N2CCN(Cc3ccccc3)CC2)c1 | i | 3.4% | 13.7% | -12.3 | -0.3 | -3.9% | -32.4%[inhibitor] | -13.8

Compounds above containing an NH in an aromatic ring (two):
mol | Akt phos inh | EPAC2 antagonist | EPAC2 ag | D3 ag | CCT chaperon mod | MmCpn inh | PTHR1 agonist | D3 antag
C#CCOCCOCCOCCNc1nc(N2CCN(C(=O)[C@H](CCCCN)n3cc([C@@H](N)C(C)CC)nn3)CC2)nc(N2CCN(C(=O)[C@H](Cc3cc4ccccc4[nH]3)n3cc([C@@H](N)C(C)CC)nn3)CC2)n1 (stereo partly drawn) | i | 7.3% | 4.0% | -3.9 | 0.1 | -0.2% | i | -22.7
CCCCn1c(N)c(N(CCOC)C(=O)c2cnc(C)cn2)c(=O)[nH]c1=O | i | -1.7% | 4.2% | 3.3 | -0.9 | 3.6% | i | 8.4
